NSD2 inh – NSD2 (human) methyltransferase inhibition | O96028 | NSD2 peptide methylation, AlphaScreen, 120 min | inhibition, % at 12.5 µM | actives 0.54% (n = 310,000) | AID 743445; in the data active means inhibition above about 50%
Target sequence (O96028 whole entry, looked up): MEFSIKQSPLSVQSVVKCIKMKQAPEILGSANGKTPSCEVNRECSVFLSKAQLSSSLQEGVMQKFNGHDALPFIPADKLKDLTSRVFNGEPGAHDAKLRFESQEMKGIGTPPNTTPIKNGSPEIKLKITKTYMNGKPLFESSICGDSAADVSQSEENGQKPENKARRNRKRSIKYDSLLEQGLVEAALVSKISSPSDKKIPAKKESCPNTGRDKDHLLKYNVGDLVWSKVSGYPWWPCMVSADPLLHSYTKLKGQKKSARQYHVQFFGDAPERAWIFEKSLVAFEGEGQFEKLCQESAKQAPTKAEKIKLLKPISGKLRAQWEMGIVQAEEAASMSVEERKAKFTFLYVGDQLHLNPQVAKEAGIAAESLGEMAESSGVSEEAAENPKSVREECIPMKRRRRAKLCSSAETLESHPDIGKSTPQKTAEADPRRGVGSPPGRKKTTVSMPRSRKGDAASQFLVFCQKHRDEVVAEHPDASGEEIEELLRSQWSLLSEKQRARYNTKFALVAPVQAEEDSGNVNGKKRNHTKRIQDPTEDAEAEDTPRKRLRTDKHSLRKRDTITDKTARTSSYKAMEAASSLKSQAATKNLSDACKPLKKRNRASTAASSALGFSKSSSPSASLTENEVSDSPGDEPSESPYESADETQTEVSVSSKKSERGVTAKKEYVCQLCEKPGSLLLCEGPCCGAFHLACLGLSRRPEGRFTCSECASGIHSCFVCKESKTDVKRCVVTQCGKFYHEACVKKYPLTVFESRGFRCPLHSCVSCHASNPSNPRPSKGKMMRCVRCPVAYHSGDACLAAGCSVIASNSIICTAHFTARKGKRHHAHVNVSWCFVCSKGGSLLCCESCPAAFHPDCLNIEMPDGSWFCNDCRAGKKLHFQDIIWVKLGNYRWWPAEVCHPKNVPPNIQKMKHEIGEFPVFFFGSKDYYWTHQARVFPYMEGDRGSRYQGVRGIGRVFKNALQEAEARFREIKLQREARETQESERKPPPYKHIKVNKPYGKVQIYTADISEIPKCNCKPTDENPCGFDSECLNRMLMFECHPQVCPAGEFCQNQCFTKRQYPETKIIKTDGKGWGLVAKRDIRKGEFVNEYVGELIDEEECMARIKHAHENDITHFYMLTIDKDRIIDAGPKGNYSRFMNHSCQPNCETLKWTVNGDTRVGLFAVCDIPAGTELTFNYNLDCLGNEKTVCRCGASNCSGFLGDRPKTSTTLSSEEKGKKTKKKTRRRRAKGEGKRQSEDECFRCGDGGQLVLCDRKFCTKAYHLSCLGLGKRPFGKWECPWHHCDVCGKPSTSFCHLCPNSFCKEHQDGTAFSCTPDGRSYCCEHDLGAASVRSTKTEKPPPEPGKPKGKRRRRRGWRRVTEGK
PKA-R2B act – activators of human PKA-R2B complex; P22694+P31323; PKA-R2B holoenzyme dissociation, Cy5-IP20 fluorescence polarization; R2B truncated from residue 108, S112A mutant; 0% DMSO only, 100% 113 µM cGMP; activation, % at 11.4 µM; actives 0.079% (n = 340,000);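 active means activation above a cutoff set at the mean over all compounds plus 3 SD, cut at about 18% in these data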;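 further: higher means more holoenzyme dissociation and a rise in polarization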
MITF TRPM1 HTS – MITF TRPM1 promoter activation in melanoma cells. SK-MEL-5 TRPM1-promoter luciferase, 24 h; % of positive control, neutral wells = 0. activation, % at 12.5 µM. actives 0.75% (n = 300,000). AID 588334;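 active means mean activation of at least 80% with every replicate also reaching 80%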;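 further: 0% = neutral control wells and 100% = parthenolide positive control wells; values of inactives mirror those of a sister screen read the other way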
CDK5 inh – inhibitors of human CDK5/p35 kinase; Recombinant CDK5/p35, ADP-Glo luminescence, 60 min; actives 0.01% (n = 330,000); Q00535+Q15078; inhibition, % at 10 µM;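 active means highest replicate inhibition of at least 50% and at least 75% of replicates reaching 50%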;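 further: plate controls were DMSO neutral control for no effect and GW8510 at 10 µM for full effect; many of its hits are not listed in these tables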
SR-BI DiI-HDL act – activators of SR-BI mediated HDL lipid uptake | CHO ldlA[mSR-BI] cells, DiI-HDL uptake fluorescence, 3 h; 100 = double the neutral-control signal | activation, % at 12.5 µM | actives 0.096% (n = 320,000) | AID 504775;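 active means mean replicate activation of at least 60% and every replicate at or above 60%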;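 further: 0% = median plate neutral-control signal and 100% = twice that signal; values of inactives mirror those of a sister screen read the other way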
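Assay system: CHO ldlA[mSR-BI] cells, LDL receptor-null, SR-BI overexpressing; medium: Ham's F12 with 0.5% BSA, HEPES 25 mM, pH 7.4; also added: DiI-HDL 10 µg/mL; timing: 3 h uptake period with compound, 37 °C; signal: DiI fluorescence, bottom read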
SR-BI DiI inh – mouse SR-BI HDL lipid transfer inhibition; Q61009; ldlA[mSR-BI] CHO cells, DiI-HDL uptake fluorescence, 3 h; inhibition, % at 12.5 µM; actives 0.96% (n = 320,000); AID 488896;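 active means mean replicate inhibition of at least 70% and a set share of replicates each scoring 70 or more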;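 further: 0% = median of neutral control wells and 100% = median of positive control wells; values of inactives mirror those of a sister screen read the other way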
PKA-R1A act – activates the PKA-R1A holoenzyme complex; activation, % at 11.4 µM; P00514+P68181; actives 0.083% (n = 340,000); PKA-R1A dissociation, Cy5-IP20 fluorescence polarization; scaled: DMSO 0%, 113 µM cGMP 100%;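 active means percent activation above the mean of all tested compounds plus 3 SD, cut at about 19% in these data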;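 further: higher means more PKAc released from R1A so a rise in polarization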
dFosB activator – mouse delta FosB homodimer activation; actives 0.99% (n = 340,000); activation, % at 25 µM; AID 493131; purified delta FosB, TAMRA-CDK5 oligo fluorescence polarization; percent of positive-control signal above neutral wells;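 active means mean activation above about 17%, with every replicate also reaching it, limit read from the data, passing the limit was not always enough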;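 further: fluorescence polarization rise as delta FosB binds a TAMRA Cdk5 AP-1 oligo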
Pemphigus Ab inh – blocks pemphigus antibody binding to human desmoglein-3; DSG3-coupled beads, scFv-anti-DSG3-GFP binding, flow cytometry; hits give low values; binding (percent of control), % at 10 µM; actives 0.48% (n = 310,000); AID 588358;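 active means binding more than 3 SD below its plate's average and above zero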;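 further: hits lower antibody fragment binding to DSG3; some compounds called inactive have numbers as strong as hits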
Mot1-301 SUMO – blocks SUMOylation pathway, rescuing yeast Mot1-301 growth; S. cerevisiae Mot1-301 growth rescue, ATP luminescence, 38.5C; percent above DMSO median, 100 means doubled; actives 1% (n = 320,000); growth rescue, % at 18.8 µM;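 active means every valid replicate shows activation above 250% relative to neutral control wells; inactive means the rest, any valid replicate at or below 250%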;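 further: OY570 slx delta 5 strain wells were the positive control but not used for scaling; some compounds called inactive have numbers as strong as hits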
Arrestin-AP2 inh – human beta-arrestin and AP2 interaction inhibition; inhibition, % at 10 µM; FITC-arrestin peptide / GST-AP2 beads, flow cytometry; AP2 beta2 appendage carries R879A mutation; actives 0.31% (n = 340,000);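 active means inhibition above a set limit, near 3 SD of compounds lacking own fluorescence, cut at about 54% in these data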;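 further: plate controls were DMSO wells for no effect and 5 µM unlabelled arrestin peptide for full effect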
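System: GST-AP2 R879A glutathione beads | Also added: FITC-arrestin peptide, 50 nM | Times: 12 min plus 1 h, RT | Signal: Bead flow cytometry, FITC channel | Buffer or medium: PBS with 0.05% Tween 20 and 0.1% BSA | Read-out basis: Percent drop in bead-associated FITC signal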
Starred values were filed as active, the others as inactive; . = not tested or not shown.

Screens by letter: A = NSD2 inh; B = PKA-R2B act; C = MITF TRPM1 HTS; D = CDK5 inh; E = SR-BI DiI-HDL act; F = SR-BI DiI inh; G = PKA-R1A act; H = dFosB activator; I = Pemphigus Ab inh; J = Mot1-301 SUMO; K = Arrestin-AP2 inh
> CCOC(=O)C(O)(c1ccc(N(CC)C(=O)OC)cc1)C(F)(F)F (centres undefined)
  A: -1 | B: 2 | C: . | D: -1.8 | E: -4 | F: 4 | G: -6 | H: -2 | I: . | J: 6 | K: 0

> c1ccc(C2(N3CCCCC3)CCCCC2)cc1
  A: . | B: 2 | C: 3 | D: -1.5 | E: 8 | F: -8 | G: -1 | H: -6 | I: 101 | J: . | K: 12

> CN(C)CCN=Cc1c(O)n(Cc2ccco2)c(=O)[nH]c1=O
  A: -1 | B: -3 | C: 4 | D: 0.0 | E: 14 | F: -14 | G: -12 | H: 8 | I: 93 | J: 80 | K: 1

> O=C1NC(c2cc3ccccc3nc2Cl)Nc2ccccc21 (centres undefined)
  A: -1 | B: -2 | C: 36 | D: 1.0 | E: 34 | F: -34 | G: -6 | H: -14 | I: 104 | J: 20 | K: -1

> CNC(=O)O/N=C/c1nn(C(=O)C(C)(C)C)cc1Br
  A: -3 | B: 8 | C: -3 | D: -0.4 | E: 10 | F: -10 | G: -3 | H: -2 | I: . | J: 159 | K: 2

> CCNc1ccc(P(=S)(N(C)C)N(C)C)cc1
  A: -3 | B: -12 | C: -6 | D: 0.8 | E: -4 | F: 4 | G: -5 | H: -5 | I: 97 | J: 8 | K: 3

> COc1ccc(OC)c(NC(=O)N2C[C@H]3C[C@@H](C2)c2cccc(=O)n2C3)c1
  A: . | B: 1 | C: 2 | D: -2.9 | E: -27 | F: 27 | G: 3 | H: 4 | I: 105 | J: -14 | K: 37

> Nc1ccc2ccccc2c1
  A: -1 | B: -4 | C: 5 | D: 0.6 | E: 1 | F: -1 | G: -1 | H: -2 | I: 121 | J: . | K: 22

> CN(C/N=C(\N)N[N+](=O)[O-])S(=O)(=O)c1ccccc1
  A: -7 | B: . | C: 15 | D: -1.0 | E: 11 | F: -11 | G: . | H: 2 | I: 105 | J: 32 | K: 4

> Fc1ccc(Cn2nnnc2C(c2ccc(F)cc2)N2CC=C(c3ccc(F)cc3)CC2)cc1 (centres undefined)
  A: . | B: -2 | C: 3 | D: -0.2 | E: -4 | F: 4 | G: 1 | H: -6 | I: 99 | J: 374 | K: -3

> O=C1CC(=O)N(c2cccc(C(F)(F)F)c2)C(=O)N1
  A: -3 | B: 1 | C: -5 | D: -3.4 | E: 3 | F: -3 | G: -6 | H: 4 | I: 105 | J: 0 | K: -14

> Cc1cccc(NC(=O)N2C[C@H]3C[C@@H](C2)c2cccc(=O)n2C3)c1
  A: . | B: -9 | C: -4 | D: -0.6 | E: 19 | F: -19 | G: -10 | H: -3 | I: . | J: -17 | K: 19

> Nc1c2c(nc3ccccc13)CCN(Cc1ccccc1)C2
  A: . | B: 4 | C: 10 | D: -1.3 | E: 10 | F: -10 | G: 4 | H: 0 | I: 100 | J: -17 | K: 7

> CCOC(=O)c1ccccc1NC(=O)c1c(O)[nH]c(=O)[nH]c1=O
  A: . | B: -7 | C: 1 | D: 0.9 | E: 12 | F: -12 | G: -13 | H: -4 | I: 102 | J: 0 | K: 29

> COc1ccc(/C=C/C(=O)c2c(O)n(CCC3=CCCCC3)c(=O)[nH]c2=O)cc1
  A: -2 | B: -10 | C: 6 | D: -1.9 | E: -4 | F: 4 | G: -8 | H: -10 | I: 97 | J: 9 | K: 4

Part of the list above, set out differently:
The line under a structure holds: NSD2 inh	PKA-R2B act	MITF TRPM1 HTS	CDK5 inh	SR-BI DiI-HDL act	SR-BI DiI inh	PKA-R1A act	dFosB activator	Pemphigus Ab inh	Mot1-301 SUMO	Arrestin-AP2 inh
Cc1cccc(NC(=O)N2C[C@H]3C[C@@H](C2)c2cccc(=O)n2C3)c1
    .	-9	-4	-0.6	19	-19	-10	-3	.	-17	19
Nc1c2c(nc3ccccc13)CCN(Cc1ccccc1)C2
    .	4	10	-1.3	10	-10	4	0	100	-17	7
CCOC(=O)c1ccccc1NC(=O)c1c(O)[nH]c(=O)[nH]c1=O
    .	-7	1	0.9	12	-12	-13	-4	102	0	29

New compounds follow.
Screens by letter: A = NSD2 inh; B = PKA-R2B act; C = MITF TRPM1 HTS; D = CDK5 inh; E = SR-BI DiI-HDL act; F = SR-BI DiI inh; G = PKA-R1A act; H = dFosB activator; I = Pemphigus Ab inh; J = Mot1-301 SUMO; K = Arrestin-AP2 inh
> O=C(Nc1nccs1)c1c(O)c2c(n(Cc3ccco3)c1=O)CCCC2
  A: -1 | B: 0 | C: . | D: -6.3 | E: 19 | F: -19 | G: 1 | H: 0 | I: 108 | J: -4 | K: -13

> O=S1(=O)CC2(N3CCOCC3)CCCCCCC21 (centres undefined)
  A: -4 | B: 0 | C: -9 | D: 1.8 | E: 26 | F: -26 | G: 6 | H: -6 | I: 90 | J: 433 | K: 10

> COc1ccc(CC(=O)N2C[C@H]3C[C@@H](C2)c2cccc(=O)n2C3)cc1
  A: . | B: 8 | C: -8 | D: -1.3 | E: 13 | F: -13 | G: 2 | H: 1 | I: 102 | J: 3 | K: 1

> O=C1C2CCCN2C(c2cccnc2)N1c1nccs1 (centres undefined)
  A: 4 | B: 17 | C: 1 | D: 1.4 | E: -8 | F: 8 | G: 0 | H: -4 | I: 103 | J: -8 | K: -3

> CN(C)C(=O)Oc1ccnc2cc(Cl)ccc12
  A: 0 | B: -11 | C: -13 | D: -1.8 | E: 4 | F: -4 | G: -4 | H: 4 | I: 96 | J: -1 | K: 2

> COc1ccc(/C=C/C(=O)NC(=S)N2C[C@H]3C[C@H](C2)c2cccc(=O)n2C3)cc1
  A: . | B: 0 | C: . | D: 0.3 | E: 7 | F: -7 | G: -10 | H: 5 | I: 99 | J: 10 | K: 24

> CCOC(=O)C1C(=O)NC2(C)CC1c1cc(OC)ccc1O2 (centres undefined)
  A: -1 | B: 1 | C: 0 | D: -2.2 | E: 9 | F: -9 | G: -10 | H: -3 | I: 100 | J: 188 | K: 1

> Cc1ccnc(-n2c(C)cc(C=C3C(=O)N(C)C(=S)N(C)C3=O)c2C)c1
  A: 13 | B: -2 | C: -7 | D: -0.6 | E: 16 | F: -16 | G: 10 | H: -6 | I: 75 | J: -13 | K: 30

> O=c1[nH]c(=S)n(-c2cccc(Cl)c2)c(O)c1C=NCCN1CCNCC1
  A: 1 | B: 9 | C: 1 | D: 2.4 | E: -6 | F: 6 | G: 5 | H: -5 | I: 94 | J: 7 | K: -2

Taken from above.
Under Arrestin-AP2 inh, O=C(Nc1nccs1)c1c(O)c2c(n(Cc3ccco3)c1=O)CCCC2 reads -13
Under CDK5 inh, CCOC(=O)C1C(=O)NC2(C)CC1c1cc(OC)ccc1O2 (centres undefined) reads -2.2
Under PKA-R1A act, O=c1[nH]c(=S)n(-c2cccc(Cl)c2)c(O)c1C=NCCN1CCNCC1 reads 5
Under PKA-R2B act, COc1ccc(CC(=O)N2C[C@H]3C[C@@H](C2)c2cccc(=O)n2C3)cc1 reads 8
Under CDK5 inh, COc1ccc(/C=C/C(=O)NC(=S)N2C[C@H]3C[C@H](C2)c2cccc(=O)n2C3)cc1 reads 0.3
Under PKA-R1A act, Cc1ccnc(-n2c(C)cc(C=C3C(=O)N(C)C(=S)N(C)C3=O)c2C)c1 reads 10
Under dFosB activator, O=C1C2CCCN2C(c2cccnc2)N1c1nccs1 (centres undefined) reads -4

Screens as filed in PubChem.

Only part of the results is shown; count on the stated rates, not on these rows.
